Source: PubChem BioAssay
TNAP act hi DEA = TNAP (human) activation, high acceptor; P05186; purified TNAP, CDP-star luminescence, 1 M DEA, 30 min; active compounds read high; 0 = EDTA background, 1 = DMSO-only activity; activation factor at 20 µM; 200,000 tested, under 10 active;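 active means activation factor at least 2 at 20 µM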
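Control set: EDTA negative control, DMSO positive control / Assay system: human TNAP / Quantity: TNAP 1/800 final / Evaluation: TNAP activation factor scaled between EDTA and DMSO control wells / Measured by: luminescent substrate turnover signal / Compound dosing: one dose, 20 µM / Times: 30 min enzyme reaction at room temperature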
FLuc stim CS = firefly luciferase counter-screen for stimulation assays; ATPlite luciferase biochemical, luminescence, 10 min; 0 = ATP-free wells, 1 = DMSO control; 200,000 tested, under 10 active; activation factor at 10 µM; AID 1027; P08659;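 active means luciferase activation factor, scaled between plate controls, of at least 2 with compound at 10 µM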
Target sequence (P08659 whole entry, looked up): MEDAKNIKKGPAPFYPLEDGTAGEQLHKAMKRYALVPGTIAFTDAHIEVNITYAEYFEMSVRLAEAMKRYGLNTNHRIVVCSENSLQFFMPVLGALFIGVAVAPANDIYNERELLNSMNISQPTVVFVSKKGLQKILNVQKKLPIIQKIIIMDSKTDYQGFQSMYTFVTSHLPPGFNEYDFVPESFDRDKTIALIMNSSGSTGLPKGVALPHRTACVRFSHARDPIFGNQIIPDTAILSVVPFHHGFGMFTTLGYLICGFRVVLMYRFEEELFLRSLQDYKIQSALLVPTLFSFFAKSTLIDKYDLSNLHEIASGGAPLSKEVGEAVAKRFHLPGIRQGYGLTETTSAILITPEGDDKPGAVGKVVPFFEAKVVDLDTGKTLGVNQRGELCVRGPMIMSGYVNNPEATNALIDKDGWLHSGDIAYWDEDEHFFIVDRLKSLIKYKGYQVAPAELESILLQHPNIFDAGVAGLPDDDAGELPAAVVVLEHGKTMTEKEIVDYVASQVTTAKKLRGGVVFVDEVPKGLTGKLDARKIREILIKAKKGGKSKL
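System: Luciferase/luciferin detection reagent, cell-free biochemical luciferase assay | Medium: PBS buffer for ATP | Dosing: Test compounds dosed from 2 mM stocks in 100% DMSO | Timing: 10 min at ambient temperature | Signal: Luminescence measurement of luciferase light output | Evaluation: Luciferase activation, seen as luminescence increase over controls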
PMI act = activators of human phosphomannose isomerase; P34949; purified human PMI, coupled resazurin fluorescence, 20 min; active compounds read high; 1 = vehicle control, 0 substrate-free wells; activation factor at 20 µM; 190,000 tested, 0.005% active;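 active means activation factor of 2 or more at 20 µM, relative to plate controls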
G6PDH CS = inhibits Leuconostoc G6PDH, flagging false hits in G6PDH-based assays; 200,000 tested, 0.12% active; Purified L. mesenteroides G6PDH, diaphorase/resazurin coupled fluorescence, 45 min; AID 1020; inhibition, % at 5 µM; in the data active means inhibition above about 50%
TNAP inh hiacc = inhibitors of human TNAP at high phosphate acceptor concentration; 200,000 tested, 0.03% active; purified TNAP, CDP-star luminescence, 1 M DEA; inhibition, % at 20 µM; P05186;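 active means over 50% inhibition of tissue-nonspecific alkaline phosphatase at 20 µM in the single-dose screen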;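 further: plate controls were DMSO wells for no effect and EDTA-quenched wells as full inhibition for full effect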
Diaphorase act = activates diaphorase or chemically reduces, flagging diaphorase assay artifacts | Diaphorase/resazurin coupled assay, resorufin fluorescence, 16 min; active compounds read high; 1 = vehicle wells, 0 = NADH-free wells | activation factor at 20 µM | 190,000 tested, 0.005% active | AID 1229;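 active means diaphorase activity raised at least twofold by the compound at 20 µM; inactive means activation factor below 2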
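test system = bacterial diaphorase enzyme (C. kluyveri) | quantity = enzyme 0.07 U/mL final | reagent = NADH substrate 0.114 mM plus resazurin dye 0.1 mM, final | incubation = 16 min enzyme reaction, ambient temperature | buffer or medium = HEPES pH 7.4 buffer with MgCl2 and Tween 20 | signal = fluorescence of resorufin, 544 nm excitation, 590 nm emission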
TNAP inh no acc = TNAP (human) inhibition, acceptor-free conditions. P05186. purified TNAP, CDP-star luminescence, 30 min. inhibition, % at 20 µM. 200,000 tested, 0.26% active. AID 1012;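 active means tissue-nonspecific alkaline phosphatase inhibition above about 50% at 20 µM in the single-dose screen, limit read from the data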;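 further: 0% = DMSO negative control and 100% = EDTA positive control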
PMI act satM6P = increases human PMI activity with near-saturating mannose 6-phosphate. P34949. activation factor at 20 µM. 190,000 tested, 0.34% active. coupled PMI enzyme assay, resazurin fluorescence, 20 min; active compounds read high; 1 = untreated enzyme, 0 = substrate-free blank;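 active means activation factor of 2 or more at 20 µM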
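Test system: human phosphomannose isomerase with PGI, G6PDH, diaphorase coupling enzymes / Doses: 20 µM compound, 1% DMSO / Times: enzyme reaction with compound 20 min at room temperature / Measured by: Diaphorase-driven resazurin-to-resorufin fluorescence, excitation 544, emission 590 nm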
Diaph inh CS = diaphorase inhibition or chemical oxidation counter-screen; 190,000 tested, 0.69% active; AID 1217; diaphorase resazurin-to-resorufin fluorescence, NADH, 16 min; bacterial (C. kluyveri) enzyme, not human; inhibition, % at 20 µM;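 active means primary screen inhibition at 20 µM above a set limit, cut at about 50% in these data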;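 further: plate controls were DMSO with full reaction for no effect and wells lacking NADH for full effect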
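material = Clostridium kluyveri diaphorase enzyme | amount = 0.14 U/mL diaphorase, enzyme working solution | schedule = incubation 16 min, room temperature | detection = fluorescence of resorufin formed from resazurin, Ex 544/Em 590 nm | benchmarks = positive control minus NADH, DMSO neutral control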
Efa HMGR inh = E. faecalis class II HMG-CoA reductase inhibition; purified E. faecalis HMGR, NADPH absorbance 340 nm kinetic; inhibition, % at 10 µM; 190,000 tested, 0.41% active; AID 1066;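 active means inhibition above a set limit, the median over all tested compounds plus 3 SD, cut at about 9.5% in these data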;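 further: enzyme runs in reverse so mevalonate oxidation gives rising NADPH absorbance; 0% = complete reaction with DMSO and 100% = background rate lacking mevalonate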
* marks the source's active call; other numbers are inactive results; · = not tested or not shown.

SMILES	TNAP act hi DEA	FLuc stim CS	PMI act	G6PDH CS	TNAP inh hiacc	Diaphorase act	TNAP inh no acc	PMI act satM6P	Diaph inh CS	Efa HMGR inh
NC(=O)COc1c(-c2ccco2)oc2ccccc2c1=O	1	1.1	1.1	2	-1	1	1	1.1	5	-5
O=C(CC1SC(=O)NC1=O)Nc1ccc(Cl)cc1 (stereo not drawn)	1	1.1	1	-3	0	1	-8	1	-1	-1
CCNc1nc(Cl)nc(NCCOc2ccc(C)cc2)n1	1	1.1	1	-1	0	0.9	-12	1	7	-1
Cc1ccsc1C(=O)Nc1cccc(S(=O)(=O)N(C)C)c1	1.1	1	1	-2	-9	0.8	-9	1	18	0
CC(=O)CSc1ccc(-c2nc3cc(C)c(C)cc3[nH]2)cn1	1	0.1	·	6	-2	·	-6	·	·	6
O=c1c(Cl)c(NCc2ccccc2Cl)cnn1C12CC3CC(CC(C3)C1)C2	1	0.9	0.8	-13	4	0.8	-1	0.9	17	-2
Cc1ccc(C)c(NC(=O)c2nnn(Cc3ccccc3)c2N)c1	1	1	0.9	2	-2	0.8	-5	0.8	21	-8
Cc1ccc(NC(=O)c2cc(-c3cccs3)on2)cc1C	1	0.9	1	14	-5	0.9	-13	0.9	6	0
O=C(NCC1CCCO1)C1CCN(C2CCN(Cc3ccco3)CC2)CC1 (stereo not drawn)	1	1.1	1	12	-3	0.9	0	1.1	10	1
COc1ccc(C(C)=O)cc1COC(=O)c1ccc(S(=O)(=O)N(C)C)cc1	1	1.1	1.1	11	-3	1	0	0.9	5	-2
CC(C)c1ccc(NS(=O)(=O)c2ccc(Cl)nc2)cc1	1	1.1	0.8	15	0	0.9	-20	0.9	15	-1
Clc1ccc(/C=C\c2nccc3c2[nH]c2ccccc23)cc1	1	0.9	1	0	0	1	-6	0.9	-3	5
CS(=O)(=O)N(CCC#N)Cc1ccco1	1	1	1.1	3	3	0.9	-6	1.1	13	0
COc1ccc(CCNC(=O)C2CC(=O)N(c3ccccc3)C2)cc1OC (stereo not drawn)	1	1	0.9	19	1	0.9	-6	0.9	13	-2
Cc1cc(=O)[nH]c(SCC(=O)Nc2nc3c(s2)CCCC3)n1	1	1	0.9	5	1	0.8	-3	0.9	16	-6
CC(Sc1nnc(Cc2cccs2)n1C1CCCCC1)C(N)=O (stereo not drawn)	1.1	1	0.9	5	-8	0.8	36	0.9	22	-1
COc1ccc(C(=O)Nc2ccc(Cl)cc2C(=O)NCCO)cc1	1	1	0.9	0	-3	0.9	-10	1	7	2
COCCNC(=S)N1C2CCC1CC(NC(=O)NC13CC4CC(CC(C4)C1)C3)C2 (stereo not drawn)	1	1	0.9	6	1	0.9	-7	0.9	8	-3
COc1ccc(Nc2ccc3nnc(-c4ccc(Br)cc4)n3n2)cc1	1	1	1	-1	-4	0.9	-6	1.1	5	1
O=C(COc1ccccc1)N(CCc1ccccc1)c1nc(-c2ccc(F)cc2)cs1	1.1	1.1	1	1	-7	0.9	-13	1	12	-5
CCn1c(CCNC(=O)c2cccs2)nnc1SCC(=O)Nc1nc(-c2ccccc2)cs1	1.1	1	0.9	11	-5	0.9	-2	0.9	15	-3
COC(=O)c1ccc(CSc2ccc3nnc(-c4ccccc4)n3n2)o1	1	1	0.9	7	-5	0.8	10	1	21	0
Nc1nc(-c2cccc(Br)c2)cs1	1	1	1	6	0	1	-4	1	5	-7
C/C(=N/NC(=O)c1ccncc1)c1cc2ccc(O)cc2oc1=O	0.8	1.1	1.1	13	15	1	33	1.1	3	0
Cc1cc(Br)c(NC(=O)COC(=O)C2CC2C)c(Br)c1 (stereo not drawn)	1	1	1	0	0	0.9	-1	1	5	-5
O=C(CN1CCOCC1)NCCNC(=O)CN1CCOCC1	1	1.1	0.9	8	-3	0.8	-11	1	15	-4
CCS(=O)(=O)Nc1cccc(C2=NN(S(=O)(=O)c3ccc(C)cc3)C(c3cccs3)C2)c1 (stereo not drawn)	1	1	0.9	7	0	0.8	-11	1	15	1
Cc1nn(Cc2ccccc2)c(C)c1NC(=O)c1cc(-c2cccs2)on1	1	1	1	1	0	0.9	-4	0.9	11	-8
CCCN(C(=O)c1ccco1)c1nnc(-c2ccccc2C)s1	1	0.7	0.9	0	-1	1	0	1	0	-3
O=C(O)c1cc([N+](=O)[O-])c(N2CCCC2)c([N+](=O)[O-])c1	0.9	1	1	4	11	1	16	1.2	2	0
Cc1cc(C)n(C(=O)/C(C#N)=C/N(C)C)n1	1	1	1	0	1	1	-2	1.1	-3	-3
O=C(COC(=O)Cc1n[nH]c(=O)c2ccccc12)Nc1ccc(Cl)cc1F	1	1.1	1.1	1	-2	1	-11	1.1	0	4
CN1CCN(C(=O)c2cc3c(ccc4ccccc43)oc2=O)CC1	1	1	1	-2	-1	0.9	-5	0.9	11	-2
Cc1nn(Cc2c(F)c(F)c(F)c(F)c2F)c(C)c1NC(=O)c1ccc(COc2cc(Cl)ccc2Cl)cc1	1	1	1	-3	0	1	-9	1	0	4
O=C(CCSCc1ccc(Cl)cc1)NCCc1ccccc1	1	1.1	0.9	2	-4	0.8	-8	1	15	-10
COc1ccccc1-c1ccc(SCc2ccc(C)cc2)nn1	1	1	0.9	2	2	0.9	-1	0.9	13	-4
Cn1c(=O)c2cn(-c3cccc4ccccc34)cc2n(C)c1=O	1	0.9	0.9	10	4	0.7	-3	1	26	0
COc1ccc2c(c1)SCC/C2=C\CN1C(=O)CCC1=O	1	1	0.9	-2	2	1	-5	0.9	4	-3
COc1ccc(/C=N\NC(=O)COc2ccc(Cl)cc2Cl)c(C(=O)O)c1OC	1	1	1	-6	2	0.9	-6	1	6	-7
O=C(Nc1ccc(SC(F)F)cc1)c1cccc2nc3ccccc3nc12	0.9	1	1	-5	9	1	3	0.9	2	-7
CCOC(=O)c1ccc(NC(=S)NCCCN2CCOCC2)cc1	1	1	0.9	17	0	0.9	-2	0.9	9	0
O=C1c2cccc3cccc(c23)C(=O)N1Cc1ccccc1	1.1	1.1	1.1	8	-7	0.9	-1	1.1	7	-3
